Screening data (PubChem)
HCV core dimer: HCV core protein dimerization inhibition; TR-FRET GST/Flag-core106 dimerization, 1536-well; inhibition, % at 5 µM; actives 0.33% (n = 300,000); AID 1899;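 active = inhibition above the mean of all tested compounds plus 3 SD, set per screening campaign, cut at about 45% in these data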
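System: GST/Flag-tagged HCV core106 proteins. Incubation: compound-protein-antibody incubation 4 h at 22.5 °C. Technique: HTRF with 340 nm excitation, 617/671 nm emission. Medium: KF-containing HEPES buffer, pH 7.45, DTT, CHAPS, BSA. Read-out: inhibition (%) from 671 over 617 nm ratio. Also added: Eu(K)-anti-GST 90 ng/mL plus XL665-anti-Flag 1 µg/mL.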
proCasp7 act: counter-screen: procaspase-7 (human) activation; activation, % at 8.5 µM; recombinant procaspase-7, Ac-DEVD-pNA absorbance 405 nm; D23A/D198A/D206A triple mutant, cannot self-cleave; scale: DMSO 0, 5 µM enzyme 100; actives 0.093% (n = 330,000);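 active = percent activation above the screen-wide mean plus 3 SD, cut at about 25% in these data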
Target sequence (P55210 whole entry D23A/D198A/D206A): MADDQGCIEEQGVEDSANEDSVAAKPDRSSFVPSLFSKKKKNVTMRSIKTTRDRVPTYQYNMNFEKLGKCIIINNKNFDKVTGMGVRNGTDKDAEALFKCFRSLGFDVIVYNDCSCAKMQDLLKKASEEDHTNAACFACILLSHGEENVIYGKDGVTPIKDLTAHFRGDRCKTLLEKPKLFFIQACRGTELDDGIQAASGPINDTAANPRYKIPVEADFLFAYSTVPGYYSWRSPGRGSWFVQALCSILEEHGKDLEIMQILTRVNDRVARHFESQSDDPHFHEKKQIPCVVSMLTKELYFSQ
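Material: Procaspase-7 triple mutant (PC-7 D3A) | Quantity: 2 µM procaspase-7 mutant as dispensed | Reagent: DEVD-pNA substrate | Times: 1 h preincubation, 2 h reaction | Technique: 405 nm absorbance of p-nitroaniline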
PP1 counter: PP1-alpha (human) inhibition in PP5 counter-screen; inhibition, % at 6.7 µM; P62136; purified PP1alpha, OMFP fluorescence; AID 2235; actives 0.9% (n = 320,000);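 active = inhibition above the mean inhibition of all tested compounds plus 3 SD, computed separately for each screening campaign, cut at about 15% in these data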
VLA-4 inh: inhibition in a human VLA-4 binding assay. inhibition, % (about 7 µM as worked out from the volumes in the protocol). VLA-4 expressing cells, ligand binding flow cytometry. actives 0.2% (n = 330,000); in the data active = inhibition above about 50%
PP5 inh: PP5 (human) phosphatase inhibition; AID 1987; P53041; actives 0.18% (n = 320,000); purified PP5c, OMFP substrate fluorescence; inhibition, % at 6.7 µM;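 active = inhibition above the campaign's mean inhibition across all tested compounds plus 3 SD, cut at about 9.5% in these data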;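 also: 0% = DMSO only and 100% = 100 µM cantharidin control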
Target sequence (P53041 whole entry, looked up): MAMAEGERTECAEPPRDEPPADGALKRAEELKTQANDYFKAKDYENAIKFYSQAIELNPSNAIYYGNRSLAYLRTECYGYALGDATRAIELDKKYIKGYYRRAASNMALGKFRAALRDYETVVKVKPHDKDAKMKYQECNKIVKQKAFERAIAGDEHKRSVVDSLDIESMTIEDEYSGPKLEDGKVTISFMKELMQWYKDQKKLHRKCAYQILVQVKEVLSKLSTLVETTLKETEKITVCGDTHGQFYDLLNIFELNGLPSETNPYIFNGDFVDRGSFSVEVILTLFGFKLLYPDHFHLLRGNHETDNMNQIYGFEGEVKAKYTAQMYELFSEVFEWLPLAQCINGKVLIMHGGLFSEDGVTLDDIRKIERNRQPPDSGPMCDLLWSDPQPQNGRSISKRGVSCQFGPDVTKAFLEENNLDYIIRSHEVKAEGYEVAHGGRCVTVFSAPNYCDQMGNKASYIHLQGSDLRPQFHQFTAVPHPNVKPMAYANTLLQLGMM
Fh CTSL1 inh: blocks F. hepatica cathepsin L1 in PFM18AAP counter-screen; actives 0.49% (n = 300,000); inhibition, % at 5.96 µM; AID 1906; recombinant F. hepatica cathepsin L1, Z-Leu-Arg-MCA fluorescence;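 active = inhibition above the mean of all tested compounds plus 3 SD, set per screening campaign, cut at about 17% in these data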;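 also: 0% = plate median of test compound wells and 100% = 1 µM Z-Phe-Ala-diazomethylketone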
procasp3 activ: activators of human procaspase-3 | recombinant procaspase-3 D3A, Ac-DEVD-pNA absorbance 405 nm | actives 0.11% (n = 330,000) | AID 463141 | P42574 | activation, % at 8.5 µM;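 active = activation above the mean of all tested compounds plus 3 SD, cut at about 21% in these data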;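 also: 0% = DMSO alone and 100% = DMSO wells spiked with extra 5 µM PC-3 D3A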
Target sequence (P42574 whole entry D9A/D28A/D175A): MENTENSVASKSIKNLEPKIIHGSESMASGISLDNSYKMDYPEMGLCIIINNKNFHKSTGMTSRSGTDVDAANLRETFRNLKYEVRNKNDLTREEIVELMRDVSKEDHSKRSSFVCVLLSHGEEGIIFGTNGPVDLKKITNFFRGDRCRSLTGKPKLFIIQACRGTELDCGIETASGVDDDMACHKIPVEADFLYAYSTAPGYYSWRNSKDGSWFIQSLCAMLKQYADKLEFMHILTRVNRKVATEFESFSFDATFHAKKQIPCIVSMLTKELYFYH
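Assay system: Procaspase-3 D3A mutant, all three cleavage aspartates alanine. Buffer or medium: Zinc-free HEPES saline buffer with Triton X-100. Times: 1 h compound preincubation, 2 h substrate hydrolysis at 25 °C. Measured by: 405 nm absorbance of p-nitroaniline, reads at 0 and 120 min. Read-out basis: percent activation relative to control range. Replicates: singlicate.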
GRK2 inh: human GRK2 inhibition via aptamer displacement. P25098. bead flow cytometry, FAM-aptamer displacement from GRK2. inhibition of aptamer binding, % at 10 µM. actives 0.59% (n = 330,000);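 active = inhibition of aptamer binding above 40%, roughly 3 SD of noise, on plates passing a quality check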;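 also: median bead fluorescence of bound FAM aptamer so fluorescent compounds give negative values; no value below 0 was filed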
GASC-1 inh: inhibitors of human GASC-1 (JMJD2C) demethylase. Q9H3R0. GST-JMJD2C(1-420) H3K9me3 demethylation, DELFIA europium. inhibition, % at 2.35 µM. actives 0.069% (n = 330,000);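 active = more than half of a compound's replicate wells show inhibition beyond 50%, single wells judged on their own value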;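 also: signal counts dimethyl H3K9 product captured on neutravidin plate; 0% = median of DMSO wells and 100% = 0.3 times that DMSO median; strong numbers were not always called active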
An asterisk follows results filed as active; x = not tested or not shown.

SMILES | HCV core dimer | proCasp7 act | PP1 counter | VLA-4 inh | PP5 inh | Fh CTSL1 inh | procasp3 activ | GRK2 inh | GASC-1 inh
COc1ccc(CN(C(=O)c2cccs2)c2ccccc2C(=O)O)cc1 | 2.6 | 3.1 | -7.1 | 6.0 | 1.4 | -0.6 | 0.4 | 0.0 | -31.0
Cc1ccc(S(=O)(=O)N/N=C2/CC(c3ccccc3)Oc3ccccc32)cc1 (stereo not drawn) | 24.1 | 0.4 | 2.9 | 6.2 | 0.5 | 4.6 | -5.0 | 0.0 | 13.6
COc1ccc(CNC(=O)CCS(=O)(=O)Cc2cccc(Cl)c2)c(OC)c1 | -4.0 | -5.8 | 1.1 | 2.2 | -0.7 | 4.5 | 4.8 | 0.0 | -8.9
CCOC(=O)c1ccccc1NC(=O)CSc1nc2ccccc2o1 | 0.2 | -6.8 | -0.2 | 2.4 | 4.2 | 4.7 | -4.7 | 1.0 | -5.3
Cc1nnc(N(CCC#N)CCC#N)s1 | -0.8 | 4.2 | 2.1 | 9.8 | 1.6 | -3.2 | 1.6 | 0.0 | 17.4
COc1ccc2c(c1)CC/C(=C/c1ccncc1)C2=O | 1.6 | -0.4 | 0.1 | 0.1 | 0.5 | 1.1 | -1.0 | 1.0 | 4.4
C=CCNC(=O)c1cccc(OC2CCN(CC(C)(C)C)CC2)c1 | 8.7 | 9.5 | -3.0 | 10.1 | -0.2 | 4.7 | 7.6 | 1.0 | 23.9
CN(C)C1(CNC(=O)c2cccc(S(=O)(=O)NCc3ccccc3)c2)CCCCC1 | x | 4.2 | -2.5 | 12.8 | 2.4 | x | 6.1 | 0.0 | -0.7

3 of the compounds above, with each value named:
SMILES: COc1ccc(CNC(=O)CCS(=O)(=O)Cc2cccc(Cl)c2)c(OC)c1
  HCV core dimer = -4.0	proCasp7 act = -5.8	PP1 counter = 1.1	VLA-4 inh = 2.2	PP5 inh = -0.7	Fh CTSL1 inh = 4.5	procasp3 activ = 4.8	GRK2 inh = 0.0	GASC-1 inh = -8.9
SMILES: CCOC(=O)c1ccccc1NC(=O)CSc1nc2ccccc2o1
  HCV core dimer = 0.2	proCasp7 act = -6.8	PP1 counter = -0.2	VLA-4 inh = 2.4	PP5 inh = 4.2	Fh CTSL1 inh = 4.7	procasp3 activ = -4.7	GRK2 inh = 1.0	GASC-1 inh = -5.3
SMILES: Cc1nnc(N(CCC#N)CCC#N)s1
  HCV core dimer = -0.8	proCasp7 act = 4.2	PP1 counter = 2.1	VLA-4 inh = 9.8	PP5 inh = 1.6	Fh CTSL1 inh = -3.2	procasp3 activ = 1.6	GRK2 inh = 0.0	GASC-1 inh = 17.4

The list goes on.
SMILES | HCV core dimer | proCasp7 act | PP1 counter | VLA-4 inh | PP5 inh | Fh CTSL1 inh | procasp3 activ | GRK2 inh | GASC-1 inh
Cn1cccc1Cc1nnc(SCC(=O)NCc2ccccc2Cl)n1-c1ccc(F)cc1 | 5.0 | -1.9 | -4.3 | 1.6 | -1.9 | 1.8 | 6.1 | 0.0 | -3.9
c1cn2c(NC3CCCC3)c(-c3ccc(N4CCOCC4)cc3)nc2cn1 | 7.3 | -7.1 | -3.9 | 5.3 | -1.2 | 5.9 | 0.4 | 0.0 | 8.6
O=C(c1ccc2ncsc2c1)N1CCN(c2ccccc2Cl)CC1 | -0.9 | 11.1 | 9.2 | -9.7 | -0.1 | 2.2 | 4.7 | 0.0 | -26.2
CN(NS(=O)(=O)c1ccc(F)cc1)c1ncc(C(F)(F)F)cc1Cl | -2.7 | -1.1 | 1.6 | 18.1 | 0.4 | -0.7 | 6.5 | 1.0 | 11.7
CCCCCCCCCCCCN1[C@@H](CC(=O)O)c2cc(C(F)(F)F)ccc2S1(=O)=O | -2.2 | -0.8 | 11.7 | -13.7 | 5.4 | 0.7 | -0.9 | 1.0 | -60.2
O=C(Nc1nnc(S(=O)(=O)N2CCOCC2)s1)c1ccc(F)cc1 | -8.6 | -1.8 | 2.7 | -10.1 | 2.3 | 1.8 | 1.2 | 1.0 | 9.4
Cc1c(CNC2CCCC(C)C2C)c(C(=O)O)c(C)n1Cc1ccccc1 (stereo not drawn) | -2.1 | 3.7 | 6.2 | 8.2 | -0.1 | -0.7 | 14.7 | 5.0 | 1.6
COc1cc(C(=O)OCC(=O)N(C)c2ccccc2)cc(OC)c1OC | 2.5 | -0.7 | -1.9 | 3.7 | -1.1 | -0.1 | -0.4 | 1.0 | 5.3
O=C(Cn1nc(CNc2ccc(Br)cc2)[n+]2c1CCCCC2)c1ccc([N+](=O)[O-])cc1 | -6.8 | 0.9 | 8.3 | 16.3 | 1.1 | -3.4 | 7.2 | 86.0* | -8.4
O=C(c1ccccc1)c1c(O)nc(-c2ccccc2)n(-c2ccccc2)c1=O | -0.6 | -15.2 | -5.2 | 2.1 | -1.2 | 3.5 | -3.6 | 0.0 | 3.6
COCCNC(=O)C1Nc2ccc(C(F)(F)F)cc2C2C=CCC12 (stereo not drawn) | 4.0 | -7.7 | 0.4 | -8.4 | 0.9 | 2.7 | 2.8 | 0.0 | 2.7
Cc1sc2ncnc(SCC(=O)Nc3nc(-c4ccc(F)c(F)c4)cs3)c2c1C | 2.6 | 5.0 | 1.6 | -8.9 | -0.9 | -0.3 | 4.9 | 0.0 | -1.4
COc1ccc(CN(Cc2ccc(C(=O)O)cc2)C(=S)Nc2cc(C)cc(C)c2)cc1OC | 2.2 | 0.5 | -0.9 | 2.6 | 1.0 | 3.1 | 14.8 | 0.0 | -4.7
Cc1cc(-c2ccccc2)nc(-c2ccccc2)c1C | 0.9 | 3.0 | 0.5 | -0.6 | -1.1 | -0.2 | 4.2 | 0.0 | 1.3
COC(=O)c1ccc(NC(=O)CSc2nnc(-c3ccncc3)n2N)cc1 | 1.9 | -0.3 | -3.9 | 5.9 | 1.3 | -1.3 | 0.2 | 1.0 | 9.8
CCN(C(=S)NC(=O)Cc1ccc(OC)cc1)c1ccccc1 | 1.1 | -8.4 | -7.0 | 1.3 | 1.9 | -0.7 | -6.8 | 0.0 | 0.4
Cc1cccc(NC(=S)NCC(c2cccnc2)N(C)C)c1 (stereo not drawn) | -6.0 | 0.8 | -3.5 | -1.7 | 2.3 | 2.5 | 0.0 | 0.0 | -5.8
CCOC(=O)C1CCN(C(=O)CSc2cc(=O)n(C)c3ccccc23)CC1 | -4.9 | -0.2 | -3.7 | 7.5 | 0.4 | 3.5 | -7.1 | 0.0 | -2.8
COc1ccc(N2CCN(C(=O)C3CCCN(S(=O)(=O)c4cccc5cccnc45)C3)CC2)cc1 (stereo not drawn) | 3.3 | 4.0 | -6.1 | 6.3 | -1.4 | 0.0 | 1.2 | 0.0 | -39.4
O=C(C1=C(O)C(=O)N(CCCn2ccnc2)C1c1ccc(F)cc1)c1ccco1 (stereo not drawn) | 8.3 | -5.8 | 1.4 | -1.1 | 3.0 | 2.6 | -5.1 | 2.0 | -22.1
COc1ccc(OC)c(/C=N/NC(=O)c2nnn(-c3nonc3N)c2-c2cccs2)c1 | 4.2 | -84.7 | 2.3 | 1.9 | 4.4 | 4.9 | -36.7 | 0.0 | -1.1
O=C(COC(=O)C1(c2ccc(Cl)cc2)CCCC1)NCc1ccco1 | 6.3 | -9.5 | -0.2 | -1.6 | 2.9 | 5.0 | -14.0 | 6.0 | -0.3
O=C(CC1C(=O)NCCN1Cc1cccc(Oc2ccccc2)c1)NCCc1ccccn1 (stereo not drawn) | 1.9 | 2.2 | 4.8 | -1.6 | -1.8 | 0.5 | 8.6 | 0.0 | -23.5
Cc1ccc(OCc2nnc(SCC(=O)N3CCOCC3)n2C)cc1 | 1.3 | 6.5 | -5.3 | -4.5 | -0.7 | 3.4 | 1.4 | 1.0 | 3.1
COC(=O)c1ccc(N2CCN(C)CC2)c(NC(=O)COc2ccccc2Cl)c1 | -2.4 | -6.9 | 0.6 | -2.4 | 4.7 | -3.2 | -7.7 | 2.0 | -4.8
COc1ccc(-n2c(=S)[nH]c3ccccc3c2=S)cc1 | -9.9 | -1.6 | -1.9 | 6.2 | 1.4 | -1.2 | -3.1 | 2.0 | -1.9
CSc1ccccc1NC(=O)CN(Cc1ccc(Cl)cc1)S(C)(=O)=O | -3.5 | 2.5 | -2.7 | 3.5 | 1.1 | -0.6 | 5.0 | 3.0 | -4.6
O=C(NCc1ccc(OC(F)(F)F)cc1)c1cccc2c1C(=O)c1ccc(N3CCCCC3)cc1S2(=O)=O | x | 4.5 | x | -251.2 | x | x | 0.8 | 0.0 | -321.8
COc1ccc(/C=C2/C(=O)N=C(N)N2C)cc1OC | -1.1 | 7.1 | -4.4 | 9.6 | 0.2 | 3.6 | 1.8 | 0.0 | -0.8
Cc1ccc(S(=O)(=O)N2CCCC2CNC(=O)c2ccc(F)c(F)c2)cc1 (stereo not drawn) | -2.1 | -5.8 | -6.0 | -0.3 | 0.5 | 2.6 | -0.4 | 0.0 | -10.4
CCOc1nc(-c2ccccc2)ccc1-c1noc(COc2ccccc2)n1 | 2.6 | 14.4 | 7.0 | 4.4 | 1.6 | 2.1 | -6.8 | 0.0 | -5.7
CCc1nc2ccccc2c(C(=O)OC2CCOC2=O)c1C (stereo not drawn) | -1.9 | -7.3 | -3.2 | 0.6 | -2.3 | 3.2 | 2.0 | 1.0 | -5.4
O=C(NCC(=O)N1CCN(c2ncccn2)CC1)c1ccc(F)cc1 | x | -6.6 | 1.8 | -3.1 | -1.7 | x | 1.8 | 0.0 | -6.4
Cc1[nH][nH]c(=O)c1C(c1ccc(F)cc1)c1c(C)[nH][nH]c1=O | 7.8 | -4.6 | 2.1 | -4.2 | -0.1 | 1.8 | 3.4 | 0.0 | 2.6
COc1ccc(Oc2nnc(-c3ccccc3)cc2C#N)cc1 | 4.3 | 3.3 | -0.5 | 10.8 | 0.3 | -2.2 | 15.3 | 0.0 | -3.2
COc1ccccc1N(CC(=O)NCc1ccc2c(c1)OCO2)C(=O)CCC(=O)Nc1nccs1 | 6.5 | 3.3 | -3.5 | -2.0 | -0.5 | 6.4 | 2.1 | 4.0 | -2.0
COc1ccc(C(=O)CSc2nnc(-c3ccccc3)o2)cc1 | 0.6 | 0.5 | -1.0 | 1.2 | 1.7 | -0.1 | 4.2 | 0.0 | 36.6
COc1cc(OC)cc(C(=O)N2CCN(Cc3ccccc3Br)CC2)c1 | 1.8 | 3.9 | 0.3 | 3.0 | 3.3 | -2.4 | -0.9 | 0.0 | 13.7
COC(=O)[C@]1(Cc2ccccc2)N[C@H](c2ccc(-c3ccc4c(c3)OCO4)cc2)[C@@H]2C(=O)N(C)C(=O)[C@@H]21 | 5.7 | -4.7 | 1.1 | 14.1 | -0.8 | 2.3 | 11.1 | 1.0 | 2.6
Cc1cc(C)cc(-n2ncc3c2CCCC3NC(=O)c2cc(C)oc2C)c1 (stereo not drawn) | 5.2 | -0.7 | 2.5 | -0.2 | 0.7 | 0.6 | 5.2 | 7.0 | 13.4
O=C(NC(=S)Nc1ccc2oc(-c3cccnc3)nc2c1)c1cccc(Cl)c1 | -4.9 | 0.3 | -3.5 | 6.2 | 1.9 | -2.3 | 12.9 | 0.0 | 1.4
